HTR5A inv ag: HTR5A inverse agonists in luminescence cell assay, primary screen, counter-screen for OPRM1-OPRD1 heterodimer inverse agonist project, full-deck HTS. 0.083% of 340,000 active. HTR5A cell line, inverse agonism. inhibition, % at 9.3 µM. 5-hydroxytryptamine receptor 5A (Homo sapiens), P47898. AID 504634, 2011; in the data active means inhibition mostly above about 23%, no sharp cut-off; inactive means mostly below about 18%;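 further: 0% = cells with DMSO and 100% = no-cell wells with DMSO; some compounds called inactive have numbers as strong as hits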
DSG3 Ab inh: inhibitors of pemphigus antibody binding to DSG3, primary screen, biochemical, bead-based, flow cytometry, scFv-GFP. DSG3-coupled beads, scFv-anti-DSG3-GFP binding; active compounds read low. Desmoglein-3 (Homo sapiens), P32926. 0.48% of 310,000 active. binding (percent of control), % at 10 µM;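 active means binding more than 3 SD below its plate's average and above zero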;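 further: hits lower antibody fragment binding to DSG3; some compounds called inactive have numbers as strong as hits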
Target sequence (P32926 whole entry, looked up, the tested form may be a part): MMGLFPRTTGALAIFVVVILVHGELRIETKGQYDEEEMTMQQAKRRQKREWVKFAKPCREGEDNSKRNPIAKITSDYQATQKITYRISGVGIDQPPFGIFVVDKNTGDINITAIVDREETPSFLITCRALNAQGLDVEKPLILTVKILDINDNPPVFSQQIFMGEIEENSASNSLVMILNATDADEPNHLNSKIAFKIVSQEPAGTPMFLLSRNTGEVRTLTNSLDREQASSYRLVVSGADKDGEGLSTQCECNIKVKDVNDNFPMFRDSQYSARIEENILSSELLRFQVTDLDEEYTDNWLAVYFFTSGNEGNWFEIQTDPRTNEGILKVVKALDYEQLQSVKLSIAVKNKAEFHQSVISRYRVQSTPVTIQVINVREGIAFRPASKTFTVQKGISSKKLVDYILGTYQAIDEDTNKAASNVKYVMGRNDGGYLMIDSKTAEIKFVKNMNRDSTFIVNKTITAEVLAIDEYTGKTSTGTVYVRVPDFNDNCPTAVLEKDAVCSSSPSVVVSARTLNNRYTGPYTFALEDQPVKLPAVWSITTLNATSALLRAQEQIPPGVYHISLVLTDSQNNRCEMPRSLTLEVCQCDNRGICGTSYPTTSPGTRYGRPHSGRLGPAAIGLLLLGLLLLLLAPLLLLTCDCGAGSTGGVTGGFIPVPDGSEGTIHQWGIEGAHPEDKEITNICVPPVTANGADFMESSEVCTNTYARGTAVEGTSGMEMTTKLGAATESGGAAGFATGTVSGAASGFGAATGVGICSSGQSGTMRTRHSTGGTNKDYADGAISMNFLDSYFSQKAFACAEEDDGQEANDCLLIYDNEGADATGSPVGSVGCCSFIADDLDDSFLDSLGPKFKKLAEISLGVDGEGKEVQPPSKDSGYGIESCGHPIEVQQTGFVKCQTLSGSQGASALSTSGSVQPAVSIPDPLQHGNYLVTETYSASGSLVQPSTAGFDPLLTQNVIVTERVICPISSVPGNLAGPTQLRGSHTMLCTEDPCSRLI
AddAB inh: growth inhibition of E. coli expressing H. pylori AddAB, primary screen, AddAB inhibitor project, absorbance; 0.29% of 330,000 active; inhibition, % at 11.9 µM; in the data active means inhibition above about 12%;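 further: 0% = vehicle wells of infected cells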
MOR-DOR inv ag: inverse agonists of MOR-DOR heterodimerization, primary screen, cell-based, luminescence; Mu-type opioid receptor (Homo sapiens) + Delta-type opioid receptor (Homo sapiens), …; cell-based MOR-DOR heterodimer luminescence, inverse agonism; inhibition, % at 9.3 µM; 0.21% of 340,000 active; AID 504357, 2011; in the data active means inhibition above about 22%, passing the limit was not always enough;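 further: 0% = cells with DMSO and 100% = wells without cells with DMSO; values of inactives mirror those of a sister screen read the other way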
PKA-R1A act: activators of PKA-R1A holoenzyme, primary screen, biochemical, fluorescence polarization, Cy5-IP20, bovine R1A, mouse PKAc | PKA-R1A dissociation; scaled: DMSO 0%, 113 µM cGMP 100% | 0.083% of 340,000 active | activation, % at 11.4 µM | AID 504707, 2011;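 active means percent activation above the mean of all tested compounds plus 3 SD, cut at about 19% in these data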;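 further: higher means more PKAc released from R1A so a rise in polarization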
PfHsp90 yeast 2: growth inhibition of PfHsp90-expressing yeast, primary screen, antimalarial PfHsp90 inhibitor project, S. cerevisiae, BacTiter-Glo luminescence, single point, set 2; BacTiter-Glo ATP, 48 h; yeast lacking PDR1 and PDR3 efflux regulators; inhibition, % at 9.4 µM; 0.32% of 310,000 active; AID 504621, 2011;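 active means every replicate shows inhibition above about 80%, whatever the replicate mean, limit read from the data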;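 further: 0% = DMSO neutral controls and 100% = 20 µM radicicol positive controls; yeast relying on Plasmodium falciparum Hsp90 in place of its own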
phage Ecoli inh: growth loss of phage-infected E. coli, primary screen, RecBCD inhibitor project, absorbance, with phage, HTS. inhibition, % at 11.9 µM. 0.26% of 360,000 active. AID 651602, 2012; in the data active means inhibition above about 11%
MOR-DOR ag: agonists of OPRM1-OPRD1 heterodimerization, primary screen, cell-based, luminescence; cells; activation, % at 9.3 µM; 0.3% of 340,000 active; in the data active means activation above about 18%;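 further: 0% = vehicle-treated cells and 100% = reference agonist; values of inactives mirror those of a sister screen read the other way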
HTR5A ag: HTR5A agonists in luminescence cell assay, primary screen, counter-screen for OPRM1-OPRD1 heterodimer agonist project, full-deck HTS; 5-hydroxytryptamine receptor 5A (Homo sapiens), P47898; cell-based; activation, % at 9.3 µM; 0.61% of 340,000 active; in the data active means activation mostly above about 9.5%, no sharp cut-off; inactive means mostly below about 7.6%;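 further: 0% = cells with vehicle only and 100% = reference agonist; strong numbers were not always called active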
E coli growth: E. coli V3065 growth inhibition, primary screen, counter-screen for AddAB inhibitor project, absorbance, OD600. 0.27% of 330,000 active. inhibition, % at 11.9 µM. 18 h;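 active means inhibition above the campaign's mean inhibition across all tested compounds plus 3 SD, cut at about 9.9% in these data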;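 further: uninfected addAB+ strain grown without phage in ampicillin broth; 0% = DMSO wells and 100% = ciprofloxacin 0.95 µg/ml wells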
SUMO Mot1 rescue: yeast Mot1-301 growth rescue at high temperature, primary screen, SUMOylation pathway inhibitor project, S. cerevisiae, ATP luminescence, 38.5C | S. cerevisiae Mot1-301 growth rescue; percent above DMSO median, 100 means doubled | 1% of 320,000 active | growth rescue, % at 18.8 µM | AID 2716, 2010;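 active means every valid replicate shows activation above 250% relative to neutral control wells; inactive means the rest, any valid replicate at or below 250%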;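 further: OY570 slx delta 5 strain wells were the positive control but not used for scaling; some compounds called inactive have numbers as strong as hits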
* marks the source's active call; other numbers are inactive results; / = not tested or not shown; & = joins results of further samples. An unsorted share of the library; any-hit rate near 3.2%.

SMILES	HTR5A inv ag	DSG3 Ab inh	AddAB inh	MOR-DOR inv ag	PKA-R1A act	PfHsp90 yeast 2	phage Ecoli inh	MOR-DOR ag	HTR5A ag	E coli growth	SUMO Mot1 rescue
CN(C(=O)COC(=O)c1ccccc1OCc1ccc(F)cc1)C1CCS(=O)(=O)C1 (stereo unspecified)	-9	/	0.4	9	-13	-18	5.8	-2.1	3	-1.1	-17
CCOC(=O)Nc1ccc2c(c1)N(C(=O)OCCN(C)C)c1ccccc1CC2	13&9	110&106	3.0&2.4	13&-2	-9&-5	-12	1.2&2.3	-2.6&0.4	-5&-3	-3.1&0.2	16&-1
COc1ccccc1CNC(=O)C1CCCN(S(=O)(=O)c2cccc3cccnc23)C1 (stereo unspecified)	8	107	7.3	-1	-2	2	1.7	0.2	-3	-1.1	-3
CC(C)c1nnc(NC(=O)c2cc3ccccc3o2)s1	4	/	5.3	-1	-10	-5	1.3	0.1	-2	-3.0	109
Cc1cc(F)ccc1NC(=O)c1cc(S(=O)(=O)N2CCc3ccccc32)cn1C	-16	99	-1.5	6	-9	12	1.3	-1.1	5	1.1	2
Cc1cc(SC(C)C(=O)O)nc2ccccc12 (stereo unspecified)	6	93	3.3	3	-1	5	3.6	-0.6	3	-1.9	576
O=C(Nc1ccc(Cl)c(-c2nc3ccccc3[nH]2)c1)c1cccnc1	14	98	2.3	5	6	0	0.4	-1.0	-1	2.0	-6
S=c1[nH]nc(Cc2ccc(Cl)cc2)o1	-9	100	1.9	7	-2	9	1.5	-1.4	3	-0.2	30
CCOc1ccc(N(CC(=O)OC)S(=O)(=O)c2ccc3c(c2)n(C)c(=O)c(=O)n3C)cc1	-4	95	2.3	10	5	-2	3.1	-1.7	1	-0.2	-2
CC(=O)Oc1ccccc1C(=O)OCCN=C1NS(=O)(=O)c2ccccc21	-8	112	2.2	-2	-3	1	1.0	0.2	3	-0.4	-22
N/C(Cc1cccc2ccccc12)=N\OC(=O)c1ccc2c(c1)OCO2	-3	104	2.4	-98	-7	12	4.1	14	1	0.1	3
CN1C(c2ccc(F)cc2)=CS/C1=C(/C#N)c1nnc(N2CCOCC2)n1-c1ccccc1	-1	109	-0.8	0	3	9	3.4	0.1	-2	3.7	-4
COc1ccc(CSCC(=O)Nc2ccccc2SC)cc1	-8	100	3.5	-10	2	-15	2.5	1.8	2	-0.4	9
O=C(Cn1c(=O)n(-c2ccccc2)c(=O)n1CC(=O)N1CCCCC1)N1CCCCC1	15	92	2.9	22	6	1	-0.3	-4.4	0	0.7	5
COc1cccc(-c2nnn(CCc3nn[nH]n3)n2)c1	-16	99	0.8	10	-8	-18	3.5	-1.6	6	-0.6	-4
O=C1CC(NCc2ccncc2)C(=O)N1c1ccccc1 (stereo unspecified)	-24	106	-1.7	18	-8	6	2.5	-3.2	-6	-0.7	95
COc1ccccc1NC(=O)CSc1nc(C)c2c(c1C#N)CCCC2	0	118	3.7	12	-3	/	2.0	-2.5	0	2.1	-1
Cc1cc(=O)oc2cc(OCC(=O)N3CCN(C(=O)C4COc5ccccc5O4)CC3)ccc12 (stereo unspecified)	-15	109	3.4	13	-8	-12	0.5	-2.6	-4	0.5	8
COc1ccccc1CNC(=O)C(=O)Nc1ccc(C(=O)N2CCC(C)CC2)cc1	3	108	0.8	3	-2	0	2.2	-0.5	-1	-0.2	0
COc1ccc(/C=C/C(=O)c2cc(F)ccc2OC(=O)c2ccccc2OC)cc1OC	-3	92	/	13	-14	-27	2.5	-2.6	1	/	/
Oc1ccccc1C(=S)N1CCN(c2cccc(Cl)c2)CC1	-20	/	4.6	-38	7	23	4.0	7.5	7	1.5	15
O=C(Cn1c(=O)[nH]c2ccccc2c1=O)N1CCN(Cc2ccc3c(c2)OCO3)CC1	15	99	1.4	14	-2	-2	-0.9	-2.7	1	3.6	-7
COc1ccc(/C=N/NC(=O)CCn2nnc3ccccc32)cc1	-6	/	-4.9	12	-5	-4	-1.0	-2.5	2	-2.3	3

Filtered by structure: those above with a carbonyl joined to an NH by a bond outside any ring (9)
SMILES	HTR5A inv ag	DSG3 Ab inh	AddAB inh	MOR-DOR inv ag	PKA-R1A act	PfHsp90 yeast 2	phage Ecoli inh	MOR-DOR ag	HTR5A ag	E coli growth	SUMO Mot1 rescue
CCOC(=O)Nc1ccc2c(c1)N(C(=O)OCCN(C)C)c1ccccc1CC2	13&9	110&106	3.0&2.4	13&-2	-9&-5	-12	1.2&2.3	-2.6&0.4	-5&-3	-3.1&0.2	16&-1
COc1ccccc1CNC(=O)C1CCCN(S(=O)(=O)c2cccc3cccnc23)C1 (stereo unspecified)	8	107	7.3	-1	-2	2	1.7	0.2	-3	-1.1	-3
CC(C)c1nnc(NC(=O)c2cc3ccccc3o2)s1	4	/	5.3	-1	-10	-5	1.3	0.1	-2	-3.0	109
Cc1cc(F)ccc1NC(=O)c1cc(S(=O)(=O)N2CCc3ccccc32)cn1C	-16	99	-1.5	6	-9	12	1.3	-1.1	5	1.1	2
O=C(Nc1ccc(Cl)c(-c2nc3ccccc3[nH]2)c1)c1cccnc1	14	98	2.3	5	6	0	0.4	-1.0	-1	2.0	-6
COc1ccc(CSCC(=O)Nc2ccccc2SC)cc1	-8	100	3.5	-10	2	-15	2.5	1.8	2	-0.4	9
COc1ccccc1NC(=O)CSc1nc(C)c2c(c1C#N)CCCC2	0	118	3.7	12	-3	/	2.0	-2.5	0	2.1	-1
COc1ccccc1CNC(=O)C(=O)Nc1ccc(C(=O)N2CCC(C)CC2)cc1	3	108	0.8	3	-2	0	2.2	-0.5	-1	-0.2	0
COc1ccc(/C=N/NC(=O)CCn2nnc3ccccc32)cc1	-6	/	-4.9	12	-5	-4	-1.0	-2.5	2	-2.3	3

3 entries from above, arranged by their value in MOR-DOR inv ag, lowest first.
| Molecule | MOR-DOR inv ag |
| --- | --- |
| COc1ccc(CSCC(=O)Nc2ccccc2SC)cc1 | -10 |
| COc1ccccc1CNC(=O)C(=O)Nc1ccc(C(=O)N2CCC(C)CC2)cc1 | 3 |
| COc1ccccc1NC(=O)CSc1nc(C)c2c(c1C#N)CCCC2 | 12 |

Source: PubChem (several laboratories)
